Compound activity from PubChem.
CHT allo act – allosterically activates the human high affinity choline transporter. Q9GZV3. actives 0.49% (n = 310,000). CHT-expressing cells, membrane potential dye, choline EC20; active compounds read high; LV-AA mutant CHT in HEK293 cells. B-score at 10 µM. AID 488977;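 active = initial fluorescence not abnormally high and integrated response B-score, plate-corrected, over 3 SD above library mean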
Target sequence (Q9GZV3 whole entry, looked up): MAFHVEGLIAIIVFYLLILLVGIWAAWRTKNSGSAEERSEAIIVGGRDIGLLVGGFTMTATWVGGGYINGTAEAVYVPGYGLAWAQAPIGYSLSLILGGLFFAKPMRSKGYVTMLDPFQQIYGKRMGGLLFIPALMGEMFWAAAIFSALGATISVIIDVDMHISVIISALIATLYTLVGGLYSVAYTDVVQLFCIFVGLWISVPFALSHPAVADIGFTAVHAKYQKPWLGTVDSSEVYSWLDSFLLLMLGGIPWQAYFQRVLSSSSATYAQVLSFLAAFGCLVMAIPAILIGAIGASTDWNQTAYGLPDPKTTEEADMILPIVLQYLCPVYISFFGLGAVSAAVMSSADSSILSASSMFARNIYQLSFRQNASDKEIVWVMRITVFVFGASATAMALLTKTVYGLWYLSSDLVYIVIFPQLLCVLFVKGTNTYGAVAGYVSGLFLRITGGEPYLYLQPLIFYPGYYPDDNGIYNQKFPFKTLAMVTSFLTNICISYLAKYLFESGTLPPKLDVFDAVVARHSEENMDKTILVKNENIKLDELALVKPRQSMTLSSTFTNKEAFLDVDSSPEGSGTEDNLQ
OX1R antagonist – antagonists of human orexin 1 receptor | inhibition, % at 5 µM | actives 0.43% (n = 330,000) | O43613 | CHO/OX1R cells, Fluo-8 calcium fluorescence, orexin A;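 active = inhibition above its plate's threshold, mean inhibition of all tested compounds on the plate plus 3 SD, cut at about 37% in these data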;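 note: 0% = orexin A challenge wells and 100% = SB-334867-A antagonist wells; not every result past the cut was called active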
Target sequence (O43613 whole entry, looked up): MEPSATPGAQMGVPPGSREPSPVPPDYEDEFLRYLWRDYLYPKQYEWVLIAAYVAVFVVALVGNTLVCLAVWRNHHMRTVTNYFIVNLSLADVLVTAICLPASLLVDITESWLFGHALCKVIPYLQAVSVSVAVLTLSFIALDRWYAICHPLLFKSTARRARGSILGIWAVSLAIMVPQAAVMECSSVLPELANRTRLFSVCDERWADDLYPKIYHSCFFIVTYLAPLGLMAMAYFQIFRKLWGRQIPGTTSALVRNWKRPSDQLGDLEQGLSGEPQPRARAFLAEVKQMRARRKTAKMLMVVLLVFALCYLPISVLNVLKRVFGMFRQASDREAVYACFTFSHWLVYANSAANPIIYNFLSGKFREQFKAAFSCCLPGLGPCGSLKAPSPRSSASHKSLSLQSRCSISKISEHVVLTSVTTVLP
* hit, by the source's call; i = inactive; / = no result given.

SMILES	CHT allo act	OX1R antagonist
O=C(O)CCc1nn2c3ccccc3nc2n(Cc2ccccc2)c1=O	i	-5
Cc1c(C(=O)N/N=C/c2cccnc2)sc(=S)n1C	i	16
OCC1(Cc2ccccc2C(F)(F)F)CCN(Cc2cccc3cnccc23)CC1	i	-35
CC(c1ccco1)N(C(=O)Nc1ccc(Cl)cc1)c1ccccn1 (stereo not drawn)	i	-14
Brc1ccc2[nH]c3c(NCc4ccccn4)ncnc3c2c1	i	-17
CCN1CCCC1CNC(=O)C(=O)Nc1ccccc1OC (stereo not drawn)	i	-15
COc1cc(S(=O)(=O)N(Cc2ccc(C)cc2)C2CCCCC2)ccc1-n1cnnn1	i	8
COc1ccc(C(=O)c2cnc[nH]2)cc1	i	-13
COc1ccc(CNC(=O)COC(=O)c2nc3nc(C)cc(C)n3n2)cc1	/	-17
NC1=NC(c2ccccc2)N=C(Nc2ccccc2)N1 (stereo not drawn)	i	-6
O=C(CCNS(=O)(=O)c1ccc2c(c1)CCC(=O)N2)Nc1ccc2c(c1)OCCO2	i	-22
CCCCN(C(=O)c1ccc(S(=O)(=O)N(C)C)cc1)c1nc2ccccc2s1	i	-17
CN(CC(=O)Nc1ccc(N2CCOCC2)cc1)CC(=O)Nc1ccc(C(F)(F)F)cc1	i	-21
CCCCC(=O)Nc1c(O)c2ccccc2[nH]c1=O	i	1
CC(C)COc1ccc(C(=O)NC(=S)Nc2ccc(CN3CCOCC3)cc2)cc1	i	-15
CC(=O)Nc1ccc(S(=O)(=O)N(C)CC(=O)OC(C)C(=O)NC2CCCCC2)cc1 (stereo not drawn)	i	-14
Oc1oc(-c2ccco2)nc1C=Nc1ccccc1	i	-16
Cc1cc(C)nc(N2CCN(c3nnnn3-c3ccccc3)CC2)n1	i	-27
Cc1cc(C(=O)N=Nc2c(O)n(C(C)C)c3ccccc23)n[nH]1	i	-10
CNC(=O)COC(=O)/C=C/c1c(C)nn(-c2ccccc2)c1C	i	-11
CC(=O)OC[C@H]1COc2ccc3ccccc3c2[C@H]1N(C)C(C)=O	i	-17
Cc1ccc(CNC(=O)CSc2nnc3c(n2)[nH]c2ccc(F)cc23)cc1	i	-14
Nc1cccc2c1C(=O)N(Cc1cccc(Cl)c1)C2=O	i	-35
CCc1cc(C)cc(OCCNC(=O)c2cncc(Br)c2)c1	i	-24
CCc1ccc2oc(=O)cc(CN3CCCCC3)c2c1	i	-15
Cc1cccc(NC(=S)c2nc3ccccc3s2)c1	i	-38
Cc1ccc(S(=O)(=O)N[C@H](C(=O)N2CCC(C(=O)NCC(=O)O)CC2)C(C)C)cc1	i	-15
CCOC(=O)c1ccc(Nc2cc(C)nc3ncnn23)cc1	i	-3
COc1ccc(O)c(/C=N/NC(=O)c2ccc(OCc3cccc(Br)c3)cc2)c1	i	-10
Cc1cccc(NC(=S)NNC(=O)c2ccc(O)cc2O)c1C	i	-10
CCOC(=O)/C(=N\Nc1cccc(C(F)(F)F)c1)N(CCOC)CCOC	i	-22
CCN(CC)C(=S)SCC(=O)c1ccc(F)cc1	i	-34
CN(O)/C=C1\C(=O)Nc2ccccc21	i	-9
COc1ccc(C(=O)Oc2cc(/C=N/NS(=O)(=O)c3ccc(C)cc3)ccc2OC)cc1	i	-3
Cc1ccc(C(=O)N(CC(=O)NC2CCCCC2)c2ccccc2C)s1	i	-10
CCN(CC)Cc1cc(NC2=NS(=O)(=O)c3ccccc32)ccc1OC(=O)c1ccccc1	i	-6
CCC(C)(C)NC(=O)CN(C(=O)CNS(=O)(=O)c1ccc(F)cc1)c1ccc2c(c1)OCCO2	i	-6
Cc1ccccc1OC(=O)c1cccnc1	i	/
CC(=O)CCc1ccc(OCCCCN2CCC(Cc3ccccc3)CC2)cc1	i	-25
Cc1oc(-c2cccc(Cl)c2)nc1CN1CCC(C(=O)NCc2ccco2)CC1	i	-5
CC(C)(C)NC(=O)N1CCn2cccc2C1c1ccccc1F (stereo not drawn)	i	-9
O=C(COC(=O)CNC(=O)c1ccccc1)NCCCc1ccccc1	/	-24
CCN(CC)C(=O)CSc1nnnn1-c1ccc(F)c(Cl)c1	i	-20
COc1ccc(S(=O)(=O)NNC(=O)c2cccs2)cc1	i	5
CC(=O)Nc1ccc(Oc2cncc(Cl)c2)nc1	i	-4
Cc1ccccc1C(=O)N1CCC(C(=O)OCc2ccccn2)CC1	/	-31
CC(=O)C(Sc1nc(N2CCOCC2)nc(N2CCOCC2)n1)C(=O)Nc1ccccc1 (stereo not drawn)	i	-3
COc1cccc(CN2CCN(Cc3cccc4c3OCO4)CC2CCO)c1 (stereo not drawn)	i	-20
O=C(OCCc1cc2ccccc2c(=O)o1)c1ccc2c(c1)OCO2	/	0
CN(C)S(=O)(=O)N1CCN(c2ccc([N+](=O)[O-])c(N3CCOCC3)c2)CC1	i	-4

A second format for part of the listing above:
structure | CHT allo act | OX1R antagonist
CC(C)(C)NC(=O)N1CCn2cccc2C1c1ccccc1F (stereo not drawn) | i | -9
O=C(COC(=O)CNC(=O)c1ccccc1)NCCCc1ccccc1 | / | -24

The listing continues:
SMILES	CHT allo act	OX1R antagonist
COc1cc(Cl)c(CN2CCCC(CO)(Cc3ccccc3F)C2)cc1OC (stereo not drawn)	i	-32
COc1cc(C2=NOC(C(=O)NCc3ccccn3)C2)cc(OC)c1OC (stereo not drawn)	i	-10
COCCn1c(=S)[nH]c2cc(C(=O)N3CCN(c4ccccc4OC)CC3)ccc2c1=O	i	-18
Cc1ccc(Nc2c(-c3ccc(N4CCOCC4)cc3)nc3cnccn23)cc1	i	-27
Cc1nc(N)[nH]c(=O)c1CC(=O)OCCCl	i	2
Cc1cccc(NC(=O)C2CCN(S(=O)(=O)c3cccc4nonc34)CC2)c1	i	0
COc1ccccc1N1CCN(S(=O)(=O)c2ccc(Cl)cc2)CC1	i	-28
O=C(O)c1ccc(-c2ccc(/C=N/Nc3ccc([N+](=O)[O-])cc3)o2)cc1	i	77*
O=C(NC(=S)Nc1ccc2c(c1)OCO2)c1ccc(Cl)cc1	i	-16
COc1cc([N+](=O)[O-])ccc1NC(=O)NNC(=O)c1sccc1C	i	-11
COc1ccc(-c2cc(C(=O)N3CCCC3)no2)cc1OC	i	-10
COc1ccc(-n2ccnc2SCC(=O)NCc2ccccc2)c(OC)c1	i	-18
Cc1cc(C)n2nc(CC(=O)NNC(=O)COc3ccccc3)nc2n1	i	-7
O=C1CCCN1CCCNC(=S)Nc1ccc(F)cc1	i	-1
CSc1nc(Nc2ccc(Cl)cc2)c(C#N)c(=O)[nH]1	i	-1
O=C(c1cc2cc(Br)ccc2oc1=O)N1CCN(c2ccccn2)CC1	i	-19
CCN(C(=O)COC(=O)c1c2c(nc3ccccc13)/C(=C/c1ccccc1)CC(C)C2)C1CCS(=O)(=O)C1 (stereo not drawn)	i	0
COC(=O)C1CCN(CC(=O)Nc2sc3c(c2C#N)CCC3)CC1	i	-30
Clc1ccc(/C=C/c2nc3ccccc3[nH]2)cc1	i	-20
COc1cccc(CNC(=O)C2CCN(S(=O)(=O)c3ccccc3)CC2)c1	i	-12
NNC(=O)c1csc(-c2ccc(C(F)(F)F)cc2Cl)n1	i	-28
C=CCNC(=O)C1CCN(c2nc(C)cc(-c3ccccc3)n2)CC1	i	-30
O=C(c1ccc(F)cc1)C1CCN(Cc2cn[nH]c2-c2ccc(F)cc2)CC1	i	-16
COc1ccc(NC(=S)NC(=O)/C=C/c2cccs2)cc1	i	-31
Cc1ccc(C2OCC3(CO)COC(c4ccc(C)cc4)N23)cc1 (stereo not drawn)	i	-11
COc1ccccc1NC(=O)c1ccc(NC(=O)CSc2n[nH]c(N)n2)cc1	i	2
Nc1ncnc2c1ncn2[C@@H]1O[C@H](CNCC#Cc2ccccc2)[C@@H](O)[C@H]1O	/	-16
COc1ccc(C(=O)Nc2ccc(Cl)cc2C(=O)NCCN2CCOCC2)cc1	i	-29
Cc1ccc(C(=O)NCCSCc2ccccc2)cc1[N+](=O)[O-]	i	-12
COc1cc2c(cc1OC)C(c1ccc(-c3ccc(Cl)cc3Cl)o1)=NCC2	i	-17
COc1ccc(-c2oc(=O)n(C)c2-c2ccc(OC)cc2)cc1	i	-11
C[C@H](CO)N1C[C@H](C)[C@@H](CN(C)S(=O)(=O)c2cccs2)Oc2ccc(NC(=O)CCC(F)(F)F)cc2C1=O	/	4
CCC(=O)N/N=C(\C)CC(=O)Nc1ccccc1-c1ccccc1	i	-25
CSc1nccc(Nc2ccccc2)c1C#N	i	-23
COc1ccccc1N1CC(C(=O)Nc2nnc(SCc3ccccn3)s2)CC1=O (stereo not drawn)	i	-28
CCOc1cccc(C2C(C#N)=C(N)Oc3cc(C)n(Cc4ccccn4)c(=O)c32)c1OCC (stereo not drawn)	i	-20
N#Cc1c(N2CCCCC2)nc(N)c2c(N)nc3c(c12)CC(CCl)O3 (stereo not drawn)	i	-12
O=C(c1c[nH]c(C(=O)C(Cl)(Cl)Cl)c1)c1ccc(F)cc1Cl	i	-17
CCSc1nnc(-c2ccccc2NC(=O)CC)c(=O)[nH]1	i	-3
c1ccc(CSCc2cn3ccsc3n2)cc1	i	-30
Cc1ccc(S(=O)(=O)NCc2nnc(SCC(=O)Nc3cccc(C)c3C)n2C)cc1	i	-19
COC(=O)c1ccc(C)c(NC(=O)CN2C(=O)c3ccccc3S2(=O)=O)c1	i	-22
CNC[C@@H]1Oc2c(NS(C)(=O)=O)cccc2C(=O)N([C@@H](C)CO)C[C@H]1C	/	-1
CCOc1ccc(CCNC(=O)Cn2cccc2C(=O)c2ccccc2C)cc1OCC	i	-40
COc1ccccc1NC(=O)NNC(=O)c1ccc2ccccc2c1	i	/
O=C(Nc1ccc2c(c1)OCCO2)c1cccc(S(=O)(=O)N2CCOCC2)c1	i	-31
CC(=O)Nc1nnc(SCc2ccccc2F)s1	i	-1
Cc1nc(NC(=O)C23CCC(C)(C(=O)O2)C3(C)C)sc1C (stereo not drawn)	i	-17
CCN(CC)S(=O)(=O)c1cccc(-c2nnc(SCC(=O)NC3CCCC3)n2N)c1	i	-11
Cc1n[nH]c(C)c1S(=O)(=O)N1CCCC(C(=O)NCc2ccccc2Cl)C1 (stereo not drawn)	i	-24

Following part:
SMILES	CHT allo act	OX1R antagonist
O=C(CSc1nc2ccccc2c(=O)n1CC1CCCCC1)N1CCOCC1	i	-26
COc1ccc(C(=O)Nc2ccc(O)c3ccccc23)cc1OC	i	-20
C=CCNC(=O)C12CC3(C)CC(C)(CC(C)(C3)C1)C2	i	-21
CN(C(=O)CSc1nc2ccc([N+](=O)[O-])cc2s1)C1CCS(=O)(=O)C1 (stereo not drawn)	i	-5
O=C(Cn1c(NCCO)nc2ccccc21)NCC1CCCO1 (stereo not drawn)	i	-12
COc1ccc(CNC(=S)Nc2ccc3nc(N4CCOCC4)cc(C)c3c2)cc1	i	-7
Cc1ccc2c(c1)/C(=N/OS(=O)(=O)c1ccccc1)CCS2	i	-6
O=C(c1ccccc1)N1CC(COc2ccccc2)OC(c2ccco2)O1 (stereo not drawn)	i	12
Fc1ccc2c(c1)C(c1ccncc1)=NNC(c1ccc(Cl)cc1)=N2	i	-26
COc1ccc(C2/C=C\CN(S(=O)(=O)c3ccc(C)cc3)CC(=O)N2Cc2ccc(F)cc2)cc1 (stereo not drawn)	i	-23
Cc1cc(C(=O)OCC(=O)NCCc2ccccc2)c(C)o1	i	-23
COC(=O)c1c(C)[nH]c(C(=O)CN2CCOCC2)c1C	i	-8
Cc1c(C#N)c(=O)c(-[n+]2ccccc2)c([S-])n1-c1ccc(Cl)cc1	i	-21
COc1ccc2c(c1OC)C(=O)OC2CC(=O)c1ccc2c(c1)OCO2 (stereo not drawn)	i	-16
COc1ccc(C(=O)NCC(C)(C)CNC(=O)c2ccc(OC)c(OC)c2)cc1OC	i	-27
Cc1nnc(SCC(=O)NC2CCCC2)s1	i	-5
CCOc1ccccc1CN1CCNC(=O)C1CC(=O)N(C)C1CCOCC1 (stereo not drawn)	i	-16
O=C(O)C1CC1C(=O)Nc1nc2c(Cl)cccc2s1 (stereo not drawn)	i	-20
c1ccc2c(c1)NCC1CCCN21 (stereo not drawn)	i	-16
O=C(NCc1ccco1)c1ccc(Cn2c(=S)[nH]c3ccccc3c2=O)cc1	i	-26
Cc1ccc(S(=O)(=O)NCCN2CCOCC2)cc1	i	-18
CCOC(=O)Cc1c[nH]c2ccccc12	i	-14
COc1ccc(/C=N/NC(=S)Nc2cccc(C(=O)O)c2)cc1	i	-15
NS(=O)(=O)c1ccc(NC2(C(=O)O)CCCC2)cc1	i	-14
O/N=C/c1cc(Cl)ccc1OCc1ccccc1Cl	i	-17
O=C(COC(=O)/C=C/c1ccccc1)NC1CC1	/	-20

Molecules from the list above that have two or more sulfur atoms (15):
SMILES	CHT allo act	OX1R antagonist
Cc1c(C(=O)N/N=C/c2cccnc2)sc(=S)n1C	i	16
CCCCN(C(=O)c1ccc(S(=O)(=O)N(C)C)cc1)c1nc2ccccc2s1	i	-17
Cc1cccc(NC(=S)c2nc3ccccc3s2)c1	i	-38
CCN(CC)C(=S)SCC(=O)c1ccc(F)cc1	i	-34
COc1ccc(S(=O)(=O)NNC(=O)c2cccs2)cc1	i	5
COc1ccc(NC(=S)NC(=O)/C=C/c2cccs2)cc1	i	-31
C[C@H](CO)N1C[C@H](C)[C@@H](CN(C)S(=O)(=O)c2cccs2)Oc2ccc(NC(=O)CCC(F)(F)F)cc2C1=O	/	4
COc1ccccc1N1CC(C(=O)Nc2nnc(SCc3ccccn3)s2)CC1=O (stereo not drawn)	i	-28
c1ccc(CSCc2cn3ccsc3n2)cc1	i	-30
Cc1ccc(S(=O)(=O)NCc2nnc(SCC(=O)Nc3cccc(C)c3C)n2C)cc1	i	-19
CC(=O)Nc1nnc(SCc2ccccc2F)s1	i	-1
CCN(CC)S(=O)(=O)c1cccc(-c2nnc(SCC(=O)NC3CCCC3)n2N)c1	i	-11
CN(C(=O)CSc1nc2ccc([N+](=O)[O-])cc2s1)C1CCS(=O)(=O)C1 (stereo not drawn)	i	-5
Cc1ccc2c(c1)/C(=N/OS(=O)(=O)c1ccccc1)CCS2	i	-6
Cc1nnc(SCC(=O)NC2CCCC2)s1	i	-5
